From PubChem BioAssay
HT1080 IDH1KD tx: toxicity to HT-1080 IDH1 knockdown cells (counter line) | Potency, µM (series often up to 46.1 µM), for inactives: at the top dose activity, negative = toxicity, most hits filed as cytotoxic | AID 686971 | HT-1080 IDH1 knockdown viability, ATP luminescence, 48 h | hit rate 2% among 360,000;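 note: potency is the fitted concentration of half-maximal effect; 0% = DMSO wells and -100% = cell-free medium wells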
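Viability of IDH1-knockdown HT-1080 fibrosarcoma cells was assessed by CellTiter-Glo after 48 h at 37 °C with titrated compound; concentration-effect curves were classified by fit quality and response size.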
SW480 rerep: inducers of DNA re-replication in SW480 colon cancer cells; SW480 DNA re-replication, Hoechst DNA content imaging, 48 h; Potency, µM (series often up to 46.1 µM), without a hit: top-dose re-replication activation, usual class: activators; hit rate 1.8% among 340,000; AID 624297; note: potency is the fitted concentration of half-maximal effect; % of control where 0% means no effect; nearly all actives have a fitted effect of over 55% in size
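Readout is total intensity of Hoechst-stained nuclei, excited at 405 nm and collected at 500-530 nm. Compound treatment lasted 48 hr at 37 C in 5% CO2 before staining.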
IL-1B inflam inh: inhibitors of inflammasome signaling (IL-1 beta secretion); activity change, % at 57.5 µM; AID 743279; hit rate 4.7% among 360,000; THP-1 LPS/ATP IL-1B secretion, AlphaLISA, 16 h; hits give low values; in the data active = activity change below about -50%; inconclusive = mostly about -30% to -49%; note: % is set by controls: 0 for no effect and ±100 for the full control effect
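THP-1 cells pretreated 1 hr with compounds (up to 57.5 uM final), then stimulated with LPS (250 ng/mL final) plus ATP (1.25 mM final); secreted IL-1B measured by AlphaLISA after 16 hr, decreased signal indicating inhibition.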
HT1080-NT tox: kills 2HG-producing HT-1080-NT fibrosarcoma cells; AID 686970; Potency, µM (doses to about 46.1 µM), without a hit: at the highest dose activity, negative = less viability, hits mostly cytotoxic; hit rate 1.6% among 360,000; HT-1080-NT fibrosarcoma viability, CellTiter-Glo ATP luminescence, 48 h;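 note: NT is the 2HG producing partner of a matched IDH1 knockdown line; potency is the fitted concentration of half-maximal effect; 0% = DMSO-treated cells and -100% = media-only wells without cells; nearly all actives have a fitted effect of over 55% in size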
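Compounds were tested in concentration-response format on HT-1080-NT cells for 48 hours at 37 degrees C. Cell viability came from CellTiter-Glo luminescence; curves were classified by r2, response magnitude and activity.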
GLP1R cytotox: cytotoxicity counter-screen for GLP-1 receptor inverse agonists; HEK293 cAMP-luciferase reporter cells, luminescence, 24 h; Potency, µM (top dose mostly 38.3 µM), for inactives: top-dose activity change, negative = inhibition, actives largely listed as inhibitors; hit rate 0.13% among 410,000; AID 624418;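 note: loss of luciferase light is scored as toxicity; potency is the fitted concentration of half-maximal effect; % is set by controls: 0 for no effect and ±100 for the full control effect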
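Step one: seed cells (200 cells/uL, DMEM with 10% Nu serum, 1% pen-strep). Step two: 12-hour incubation at 37 deg C. Step three: pin 23 nL compound, incubate 24 hr. Step four: add luciferase reagent, read luminescence 12 min later.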
MCF10A rerep: DNA re-replication induction in MCF 10a cells; MCF 10A DNA re-replication, Hoechst nuclear intensity, 48 h; Potency, µM (top dose mostly 46.1 µM), without a hit: at the top dose activity, positive = re-replication, usual class: activators; hit rate 2.9% among 350,000; AID 624296; note: potency is the fitted concentration of half-maximal effect; % of control where 0% means no effect; nearly all actives have a fitted effect of over 50% in size
KB-V1 MDR tox: kills drug-selected multidrug resistant KB-V1 cells. KB-V1 MDR cells viability, CellTiter-Glo, 72 h. AID 1347076. Potency, µM (titrated, usually from 46.1 µM), for the others: at the highest dose activity change, negative = cytotoxicity, hits mostly cytotoxic. hit rate 3.4% among 400,000; note: potency is the fitted concentration of half-maximal effect; % is set by controls: 0 for no effect and ±100 for the full control effect; nearly all actives have a fitted effect of over 60% in size
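Readout: CellTiter-Glo luminescence, 10 min after addition. Cells: KB-V1 MDR subline, 72 h at 37 degrees C with compound. Analysis: corrected, normalized data fitted to concentration-effect curves.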
KB-3-1 cytotox: KB-3-1 parental cell cytotoxicity | KB-3-1 viability, CellTiter-Glo ATP luminescence, 72 h | Potency, µM (doses to about 46.1 µM), for the others: top-dose activity change, negative = cytotoxic, actives largely listed as cytotoxic | hit rate 1.4% among 400,000; note: potency is the fitted concentration of half-maximal effect; % is set by controls: 0 for no effect and ±100 for the full control effect; nearly all actives have a fitted effect of over 60% in size
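Cytotoxicity measured as CellTiter-Glo luminescence after 72 h at 37 C. Compound titrations were pinned onto drug-naive KB-3-1 parental adenocarcinoma cells grown in DMEM with 10% FBS, and normalized data fitted to concentration-response curves.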
D3 ag: D3 dopamine receptor (human) agonism | P35462 | AID 652048 | max activation, % | hit rate 0.58% among 410,000 | D3R DiscoveRx beta-arrestin cells, luminescence, 90 min; in the data active = max activation above about 30%; note: 0% is about no effect; mostly tested at two doses, the higher about 12 µM
Target sequence (P35462 whole entry, looked up): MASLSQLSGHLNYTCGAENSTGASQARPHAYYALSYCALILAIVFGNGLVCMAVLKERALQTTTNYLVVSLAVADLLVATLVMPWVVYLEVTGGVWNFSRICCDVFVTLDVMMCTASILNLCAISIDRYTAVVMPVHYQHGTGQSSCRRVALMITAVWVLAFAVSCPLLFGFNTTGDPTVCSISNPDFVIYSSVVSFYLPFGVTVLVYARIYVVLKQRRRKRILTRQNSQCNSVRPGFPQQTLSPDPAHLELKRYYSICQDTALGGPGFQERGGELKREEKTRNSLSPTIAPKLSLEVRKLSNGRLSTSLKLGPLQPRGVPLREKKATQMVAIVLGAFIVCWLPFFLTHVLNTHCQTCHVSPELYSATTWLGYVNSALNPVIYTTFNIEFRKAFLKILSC
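Agonist mode: compounds and dopamine controls were applied to plated cells for 90 min at 37 degrees C after an overnight attachment at 1500 cells/well. Luminescent read-out followed 30 - 60 minutes at room temperature with DiscoveRx detection reagent.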
Numbers without * were called inactive; u = inconclusive; x = no result given; [ ] = dose if it differs, or a comment. Unless noted, calls come from the whole dose curve; as a rule, active = well fitted curve in the direction sought with a large enough effect; inconclusive = small, poorly fitted or top-dose-only effect, or another doubt; inactive = no such curve, though single readings can be large; an effect the other way counts as inactive or inconclusive.

Fields: KB-V1 MDR tox, SW480 rerep, HT1080 IDH1KD tx, D3 ag, IL-1B inflam inh, KB-3-1 cytotox, MCF10A rerep, HT1080-NT tox, GLP1R cytotox
COc1ccccc1N1CCN(C2CCCN(C(=O)c3ccoc3)C2)CC1 (stereo unspecified)
    2%, u, 21%, -10, -12, 3%, 9%, -6%, -14%
COc1ccc(S(=O)(=O)NCc2ccco2)cc1C(=O)N1CCOCC1
    1%, -1%, 2%, -2, 1, 1%, 1%, 15%, 5%
CCOC(=O)N1CCc2cc(OC)c(OC)c3c2c1cc1cc(OC)c(OC)cc13
    2.3µM*, 18µM*, 16µM*, 26, 3, 4.1µM*, 15µM*, u, u
Cc1ccccc1N1C(=O)N(c2cccc(C(F)(F)F)c2)C2CS(=O)(=O)CC21 (stereo unspecified)
    4%, 1%, 2%, -1, 19, 3%, 1%, 1%, -22%
Cc1ccc([N+](=O)[O-])cc1N/C=C/C(=O)c1ccco1
    u, -7%, u, 2, 5, 10%, -2%, u, u
COc1cc(OC)cc(C(=O)NNC(=O)c2cc(=O)[nH]c3ccccc23)c1
    -1%, -1%, 7%, 9, 0, 2%, -1%, 4%, -15%
C=CC(C)(C)c1[nH]cnc1/C=C1\NC(=O)C(C(C)C)NC1=O (stereo unspecified)
    -19%, u, -30%, 1, 30, 5.8µM*, u, u, 3%
Cn1c(=O)oc2cc(S(=O)(=O)Nc3cccc([N+](=O)[O-])c3)ccc21
    u, -1%, -3%, -28, -1, -2%, 1%, 10%, -6%
CS(=O)(=O)N(Cc1ccc(Cl)cc1)c1ccc(C(=O)NCCSc2ccccn2)cc1
    5.8µM*, u, u, -4, 6, u, u, -19%, -24%
O=C1c2ccccc2C(c2nnnn2-c2ccc3c(c2)OCCO3)N1Cc1ccccc1 (stereo unspecified)
    u, x, 13%, 1, 41, -5%, x, 1%, 2%
Cc1ccccc1/C=N/Nc1ccnc2cc(Cl)ccc12
    16µM*, u, u, -4, -103*, u, 18µM*, u, u
COc1ccc(CCNC(=O)C2CCN(S(=O)(=O)c3ccc(C)cc3)CC2)cc1OC
    0%, -10%, -14%, 3, 0, -24%, 2%, -10%, 2%
CCOc1ccccc1OCC(=O)OCC(=O)Nc1ncc(Cl)cc1Cl
    8%, -2%[9.22 µM], 8%, -7, -15, -6%, 2%, 7%, 4%
Cc1cccc(NC(=O)Cn2c(=O)n(CCc3ccccc3)c(=O)c3ccccc32)c1
    15%, x, x, 10, x, 6%, x, x, 2%
O=C(COc1ccc2c3c(c(=O)oc2c1)CCC3)NCc1cccnc1
    26%, -15%, 11%, 0, 29, 11%, 2%, 8%, 6%
O=C(C1=C[C@@H](c2csc3ccccc23)C[C@@H](OCc2ccc(CO)cc2)O1)N1CCOCC1
    -4%, -1%, 7%, 15, -19, 2%, -6%, -2%, 7%
Cc1cc(C)n(CCC(=O)N=Nc2c(O)[nH]c3ccccc23)n1
    3%, -20%, 10%, 2, 0, 21%, -2%, 9%, -7%
COC(=O)C1CN(C(=O)C(C)Oc2ccc(C(C)C)cc2)c2ccccc2O1 (stereo unspecified)
    17%, 0%, 1%, 0, 40, 9%, -3%, 4%, -3%
O=C(Nc1ccc(N2CCOCC2)cc1)c1ccc2nc(-c3ccco3)c(-c3ccco3)nc2c1
    -1%, -8%, 4%, 10, 10, -16%, u, -29%, -20%
Cc1ccccc1OCC(=O)Nc1ccc(N2CCN(C)CC2)c(Cl)c1
    -29%, u, u, -10, u, -22%, 15µM*, u, -4%
Cc1nn(C)cc1S(=O)(=O)Nc1cccc(Cl)c1
    u, -1%, 4%, -10, 15, -2%, 0%, -3%, 2%
Cc1cc(C(=O)COC(=O)Cc2c(F)cccc2Cl)c(C)n1C
    15%, x, 18%, -4, -10, 3%, x, 11%, -7%
CCC(C)c1ccc(OCC(=O)Nc2ccc(CN3CCOCC3)cc2)cc1 (stereo unspecified)
    1%, -8%, -2%, -9, -2, -8%, -1%, 0%, 2%
C/C(N)=C(/C#N)C(=O)COc1ncnc2ccccc12
    -9%, -6%, 2%, 0, 21, 3%, 2%, 5%, -18%
CCN(CC(=O)Nc1c(F)cccc1F)C(=O)c1ccc(Sc2nncn2C)c([N+](=O)[O-])c1
    u, -96%[inhibitor], 15%, 2, -3, -2%, 0%, 18%, 3%
Cc1ccc(Cn2nnc3c(=O)n(Cc4ccccc4C)cnc32)cc1
    -2%, -1%, 8%, -4, 22, 6%, 1%, 18%, -3%
COc1cccc(C2NC(=O)NC(C)=C2C(=O)OCCSC)c1OC (stereo unspecified)
    3%, 2%, 3%[9.24 µM], 12, 5, 6%, 17%, 6%, -6%
Cc1ccc(C(C)C)cc1OCC(=O)Nc1ccc(N2CCCCC2)cc1
    -8%, 2%, -8%, 8, -6, -2%, 6%, 4%, 9%
CC(C)CNS(=O)(=O)c1ccc(S(=O)(=O)N2CCCN(Cc3ccccc3)C2)cc1
    10%, 10%, u, -35, -8, -12%, 6%, -14%, 3%
CC1(C(=O)NS(=O)(=O)c2ccccc2Cl)CCN1C(=O)CCc1cccs1 (stereo unspecified)
    -3%, x, 13%, 2, 8, 0%, x, -1%, 3%

Limited to KB-3-1 cytotox (6 entries from above):
SMILES,KB-3-1 cytotox
CCN(CC(=O)Nc1c(F)cccc1F)C(=O)c1ccc(Sc2nncn2C)c([N+](=O)[O-])c1,-2%
Cc1ccc(Cn2nnc3c(=O)n(Cc4ccccc4C)cnc32)cc1,6%
COc1cccc(C2NC(=O)NC(C)=C2C(=O)OCCSC)c1OC (stereo unspecified),6%
Cc1ccc(C(C)C)cc1OCC(=O)Nc1ccc(N2CCCCC2)cc1,-2%
CC(C)CNS(=O)(=O)c1ccc(S(=O)(=O)N2CCCN(Cc3ccccc3)C2)cc1,-12%
CC1(C(=O)NS(=O)(=O)c2ccccc2Cl)CCN1C(=O)CCc1cccs1 (stereo unspecified),0%

Further structures.
Fields: KB-V1 MDR tox, SW480 rerep, HT1080 IDH1KD tx, D3 ag, IL-1B inflam inh, KB-3-1 cytotox, MCF10A rerep, HT1080-NT tox, GLP1R cytotox
COc1ccc(CCNC(=O)c2cccnc2SC)cc1
    3%, -5%, 18%, 4, 31, 1%, 16%, 8%, -2%
Cc1ccc(S(=O)(=O)n2ccc(=O)[nH]2)cc1
    -2%, -6%, 11%, 1, 4, 7%, -3%, 9%, 4%
Cc1cc(C)nc(SCC(=O)Oc2ccc3oc(=O)cc(C)c3c2)n1
    u, -8%, 12%, 4, 19, 12%, -18%, 8%, -16%
CC1(C)CC(=O)C(C=Nc2ccc(C(=O)c3ccccc3)cc2N=CC2=C(O)CC(C)(C)CC2=O)=C(O)C1
    -12%, u, 0%, -24, 10, u, 5.8µM*, -5%, 49%[activator]
COC(=O)[C@@]1(Cc2ccc(F)cc2)[C@H]2c3cc(C(=O)N(C)C)n(Cc4nc5ccccc5[nH]4)c3C[C@H]2CN1C(=O)c1ccccc1
    -1%, u, -13%, -66, -13, u, u, -18%, -5%
Nn1cc(-c2ccccc2)nc1SCC(=O)NCCN1C(=O)CSC1=O
    13%, -1%, 2%, -2, 18, -6%, 2%, -3%, -13%
COC(=O)[C@]1(CC(C)C)N[C@H](c2ccc(-c3ccc(C(C)=O)cc3)cc2)[C@@H]2C(=O)N(C)C(=O)[C@@H]21
    0%, -7%, 12%, 6, 17, 9%, -9%, 17%, -1%
CCc1cccc(NS(=O)(=O)c2ccc3c(c2)NC(=O)CC(=O)N3)c1
    22%, -85%[inhibitor][9.22 µM], 3%, 3, 5, -1%, -3%, -2%, 2%
Cc1cc(=O)[nH]c(SCC(=O)Nc2ccc(N3CCCCC3)cc2)n1
    -16%, -2%, -2%, 0, -14, -1%, 0%, -4%, 0%
O=C1OCCN1C(=O)[C@H]1[C@H](c2ccc(F)cc2)C(c2cccc(Cl)c2)=NN1c1ccccc1
    -12%, 18µM*, -24%, -2, 3, -18%, 0.58µM*, -13%, 311%[activator]
CCOC(=O)c1sc(=S)n(-c2ccccc2OC)c1N
    -16%, -8%, 0%[9.24 µM], -7, 8, 19%, 3%, 0%, 3%
COc1cc2c(cc1OC)C(C)N(C(=O)c1cccs1)CC2 (stereo unspecified)
    u, 13%, -13%, 2, -16, -21%, 17%, -11%, 12%[0.307 µM]
Cc1sc(=NC(=O)c2ccco2)n(C)c1-c1ccc(F)cc1
    -11%, 1%[9.22 µM], 1%, -4, u, 5%, 8%, 15%, -6%
CCOc1ccc(C(=O)COC(=O)c2c(-c3ccccc3)noc2C)cc1
    u, u, u, 10, 29, u, 6.5µM*, u, u
Cc1ccc(CNC(=O)CCn2c(=O)oc3ccccc32)cc1
    -12%, 1%, 7%, -1, -17, 1%, -1%, 1%, -6%
O=C(O)c1ccc(C(=O)Nc2cccc3ccccc23)c(C(=O)O)c1
    23%, -4%, 0%, 0, 8, -4%, 0%, 1%, -5%
Cn1cc(Br)c(C(=O)Nc2nccs2)n1
    0%, u, 4%, 5, 8, 14%, 1%, 4%, -3%[1.53 µM]
Cc1nc(-c2ccccc2)sc1-c1nnc(C2CC2)o1
    -15%, 2%[9.22 µM], 15%, 4, -12, -9%, 10%, 3%, 15%
Cc1cccc(NC(=O)c2cc(-c3ccco3)nc3ccccc23)n1
    -27%, 4%, -12%, 5, 5, 17%, u, -4%, 7%

Some of the entries so far, with tabs:
canonical_smiles	KB-V1 MDR tox	SW480 rerep	HT1080 IDH1KD tx	D3 ag	IL-1B inflam inh	KB-3-1 cytotox	MCF10A rerep	HT1080-NT tox	GLP1R cytotox
COc1ccccc1N1CCN(C2CCCN(C(=O)c3ccoc3)C2)CC1 (stereo unspecified)	2%	u	21%	-10	-12	3%	9%	-6%	-14%
COc1ccc(S(=O)(=O)NCc2ccco2)cc1C(=O)N1CCOCC1	1%	-1%	2%	-2	1	1%	1%	15%	5%
